High-throughput results deposited in PubChem by National Center for Advancing Translational Sciences (NCATS).
a7 integrin act – qHTS for Activators of Integrin-Mediated Alleviation for Muscular Dystrophy | Potency, µM (titrated, usually from 38.3 µM), for the others: at the highest dose activation, most hits filed as activators | alpha7betagal myoblasts, beta-gal FDG fluorescence, 48 h | hit rate 0.064% among 350,000;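 further: potency means the concentration at half of the fitted maximal effect; 100% = response of the positive control SU9516; nearly all actives have a fitted effect of over 60% in size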
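alpha7betagal+/- myoblasts (passage 13, 250/well) treated 48 h at 37C with compounds at 1:260 dilution of DMSO stock. Lysed, then beta-galactosidase activity read as FDG fluorescence (ex 480/em 540) after 30 min, with pre-read for autofluorescence.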
A-T KAP1 phos – qHTS Assay for Identifying a Potential Treatment of Ataxia-Telangiectasia. hit rate 0.19% among 320,000. Potency, µM (titrated, usually from 57.5 µM), for the others: at the top dose activation, usual class: activators. […] A-T fibroblasts, KAP-1 phosphorylation AlphaLISA; neocarzinostatin DNA damage 30 min before lysis. AID 485349, 2010; further: potency means the concentration at half of the fitted maximal effect; % of control where 0% means no effect; nearly all actives have a fitted effect of over 45% in size
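hTERT-immortalized A-T patient fibroblasts ([…]), 500 cells/well in OPTI-MEM, 1% FBS, got compounds for 60 min, then NCS for 30 min at 37C. Lysates were then assayed for phospho-KAP-1 by AlphaLISA (anti-pKAP1 donor, anti-KAP1 acceptor beads), 6 hr at 25C.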
TSHR antagonist – Antagonists of the Thyroid Stimulating Hormone Receptor: HTS campaign; Thyrotropin receptor (Homo sapiens), P16473; TSHR-expressing cells, TSH-stimulated cAMP HTRF, 2 h; stronger effect = lower value; activity change, negative = inhibition, % at 11.5 µM; hit rate 0.2% among 330,000;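 active means activity change below a set negative limit, meaning inhibition stronger than a set level, cut at about -70% in these data; inconclusive means activity change between two set negative limits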; further: on the % scale 0 is the no-effect control and ±100 the full control effect
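Read-out is FRET at 665 nm (cryptate excitation 337 nm) from a cryptate-tagged anti-cAMP antibody, competed by cell cAMP against cAMP-d2. Compounds are tested on freshly harvested TSHR cells challenged with 4nM TSH (EC80) for 2 hours at 37 deg C.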
MLL CXXC-DNA inh – qHTS Fluorescence Polarization Assay for Inhibitors of MLL CXXC domain - DNA interaction. Histone-lysine N-methyltransferase 2A (Homo sapiens), Q03164. MLL-CXXC / FITC-HOXA9 DNA fluorescence polarization. Potency, µM (titrated, usually from 115 µM), for the others: at the highest dose activity change, negative = inhibition, most hits filed as inhibitors. hit rate 0.037% among 290,000; active means well fitted inhibition curve with a large enough effect in the polarisation, with a control signal flat, not every such curve was filed as active; inconclusive means small, poorly fitted or top-dose-only effect, or effect the other way, or a change in a side signal; inactive means no such curve, though single readings can be large or run the other way; the % refers to the polarisation; further: potency means the concentration at half of the fitted maximal effect
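Steps: dispense CXXC domain solution (7 uM) → pin compounds or unlabeled HOX-A9 DNA control → 5 min ambient → add FLSN-HOX-A9 solution (50 nM) → spin → 30 min ambient → fluorescence polarization. Tris pH 7.5/NaCl/DTT/BSA buffer.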
Mito fusion yeast – qHTS Assay for Small Molecule Inhibitors of Mitochondrial Division or Activators of Mitochondrial Fusion; S. cerevisiae fusion-defective mutant growth rescue, CellTiterGlo 48 h; Potency, µM (titrated, usually from 46.1 µM), without a hit: at the highest dose growth rescue (activation), hits mostly activators; hit rate 0.23% among 320,000; AID 485298, 2010;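 further: potency means the concentration at half of the fitted maximal effect; % of control where 0% means no effect; nearly all actives have a fitted effect of over 45% in size; temperature-sensitive fusion mutants such as fzo1-1 at 37 °C on non-fermentable ethanol glycerol medium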
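Growth-rescue viability read-out: after 48 h at the non-permissive 37C in glycerol/ethanol YPEG, yeast mitochondrial fusion mutants are measured by CellTiterGlo luminescence; compounds (23 nl pinned per well) restoring growth score as division inhibitors or fusion activators.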
TCR act – Activators of T cell receptors: qHTS campaign | primary human leukocytes, anti-CD3, IL-2 HTRF, 48 h | Potency, µM (series often up to 9.22 µM), for inactives: at the top dose activation of IL-2 secretion, usual class: activators | 330,000 tested, under 10 active | AID 504894, 2011; further: % of control where 0% means no effect
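HTRF read-out of IL-2 secretion: europium cryptate donor excited at 320nm, d2 acceptor emission at 665nm. Cells were primary human leukocytes incubated 48 hr with compounds and a-CD3 beads, supplying TCR signal only.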
MBNL1-CUG inh – qHTS Assay for Inhibitors of MBNL1-poly(CUG) RNA binding; TR-FRET MBNL1-His/biotin-(CUG)12 binding, 665/545 ratio; Potency, µM (doses to about 57.5 µM), for inactives: at the highest dose activity change, negative = inhibition, usual class: inhibitors; AID 2675, 2010; Muscleblind-like protein 1 (Homo sapiens), Q9NR56; hit rate 0.036% among 280,000; active means well fitted inhibition curve with a large enough effect in the signal ratio, with a control signal flat, not every such curve was filed as active; inconclusive means small, poorly fitted or top-dose-only effect, or effect the other way, or a change in a side signal; inactive means no such curve, though single readings can be large or run the other way; the % refers to the signal ratio; further: potency means the concentration at half of the fitted maximal effect; on the % scale 0 is the no-effect control and ±100 the full control effect
Target sequence (Q9NR56 whole entry, looked up): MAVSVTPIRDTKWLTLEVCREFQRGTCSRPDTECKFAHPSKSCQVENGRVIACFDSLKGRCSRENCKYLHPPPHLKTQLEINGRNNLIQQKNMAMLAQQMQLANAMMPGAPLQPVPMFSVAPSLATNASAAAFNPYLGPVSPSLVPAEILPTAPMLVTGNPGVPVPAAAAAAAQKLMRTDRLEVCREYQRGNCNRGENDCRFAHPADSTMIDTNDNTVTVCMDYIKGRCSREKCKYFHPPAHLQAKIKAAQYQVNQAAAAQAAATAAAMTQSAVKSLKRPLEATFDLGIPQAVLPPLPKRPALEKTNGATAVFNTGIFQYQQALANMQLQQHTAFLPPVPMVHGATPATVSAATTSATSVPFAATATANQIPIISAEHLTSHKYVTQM
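Ratiometric TR-FRET (665 over 545 nm, excitation 340 nm) tracks disruption of MBNL1-His/biotin-(CUG)12 complex after 60 min at room temperature, with compounds at 92 nM to 58 uM final.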
Menin MLL FP TR – qHTS Assay for Inhibitors Targeting the Menin-MLL Interaction in MLL Related Leukemias: Competition With Texas Red Labeled MLL-derived Mutant Peptide. O00255. Menin + Texas Red MLL mutant peptide, fluorescence polarization. hit rate 0.23% among 270,000. Potency, µM (highest dose often 61.6 µM), inactives show at the highest dose FP activity change, negative = inhibition, actives largely listed as inhibitors; active means well fitted inhibition curve with a large enough effect in the polarisation, with a control signal flat, not every such curve was filed as active; inconclusive means small, poorly fitted or top-dose-only effect, or effect the other way, or a change in a side signal; inactive means no such curve, though single readings can be large or run the other way; the % refers to the polarisation; further: potency means the concentration at half of the fitted maximal effect; % of control where 0% means no effect; many of its hits are not listed in these tables
Target sequence (O00255 whole entry, looked up): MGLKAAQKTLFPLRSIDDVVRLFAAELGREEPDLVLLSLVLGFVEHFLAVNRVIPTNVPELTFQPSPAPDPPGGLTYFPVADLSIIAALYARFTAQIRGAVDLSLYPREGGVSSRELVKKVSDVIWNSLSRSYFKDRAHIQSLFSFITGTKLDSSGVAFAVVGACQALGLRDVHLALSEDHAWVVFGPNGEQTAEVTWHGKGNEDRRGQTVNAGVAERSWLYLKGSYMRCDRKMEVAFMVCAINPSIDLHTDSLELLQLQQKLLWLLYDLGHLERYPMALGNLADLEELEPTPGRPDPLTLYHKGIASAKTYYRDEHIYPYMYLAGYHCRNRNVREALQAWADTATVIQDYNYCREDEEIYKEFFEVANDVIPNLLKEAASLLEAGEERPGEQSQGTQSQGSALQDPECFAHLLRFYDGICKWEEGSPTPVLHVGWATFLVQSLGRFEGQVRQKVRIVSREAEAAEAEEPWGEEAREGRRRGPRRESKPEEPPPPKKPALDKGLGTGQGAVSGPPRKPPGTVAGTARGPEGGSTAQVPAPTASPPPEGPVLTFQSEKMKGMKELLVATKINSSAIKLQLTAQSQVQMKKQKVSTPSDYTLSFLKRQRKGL
TSG101-PTAP inh – qHTS Assay for Iinhibitors of HIV-1 Budding by Blocking the Interaction of PTAP/TSG101; Tumor susceptibility gene 101 protein (Homo sapiens), Q99816; Fluorescence polarization, FITC-PTAP peptide / Tsg101 binding; Potency, µM (highest dose often 115 µM), without a hit: top-dose activity change, negative = inhibition, hits mostly inhibitors; 340,000 tested, under 10 active; active means well fitted inhibition curve with a large enough effect in the main read-out, with a control signal flat, not every such curve was filed as active; inconclusive means small, poorly fitted or top-dose-only effect, or effect the other way, or a change in a side signal; inactive means no such curve, though single readings can be large or run the other way; further: potency means the concentration at half of the fitted maximal effect; % of control where 0% means no effect
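Tsg101 binding domain (10 uM final) was mixed with compound and a FITC-labeled PTAP peptide (50 nM final) in HEPES pH 7.5 buffer with NaCl, Tween 20, EDTA and TCEP; fluorescence polarization was read after 20 min at r.t.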
ASM inhibitor – Inhibitors of Secretory Acid Sphingomyelinase (S-ASM): qHTS; Potency, µM (series often up to 57.5 µM), for the others: at the top dose activity change, negative = inhibition, usual class: inhibitors; hit rate 0.006% among 340,000; placental ASM, HMU-PC fluorogenic substrate, 60 min; Sphingomyelin phosphodiesterase (Homo sapiens), P17405; further: potency means the concentration at half of the fitted maximal effect
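Human placenta-derived ASM enzyme was preincubated with compound for 10 minutes at room temperature, then given fluorogenic substrate HMU-PC0 (9 uM final) for 60 minutes at 37 °C; a pH 10 stop preceded fluorescence reading at Ex 386/Em 447 nm.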
An asterisk follows results filed as active; ? = inconclusive; . = not tested or not shown; [ ] = remark or other dose. Unless noted, the call rests on the fitted dose curve; in most records, active means well fitted curve in the direction sought with a large enough effect; inconclusive means small, poorly fitted or top-dose-only effect, or another doubt; inactive means no such curve, though single readings can be large; an effect the other way counts as inactive or inconclusive. Some of the compounds tested. The share of hits here may be higher or lower than overall.

SMILES	a7 integrin act	A-T KAP1 phos	TSHR antagonist	MLL CXXC-DNA inh	Mito fusion yeast	TCR act	MBNL1-CUG inh	Menin MLL FP TR	TSG101-PTAP inh	ASM inhibitor
CCN(CC(=O)N1CCOCC1)S(=O)(=O)c1ccc(Cl)cc1	0%	10%	-5	5%	0%	3%	1%	.	-2%	1%
C=C1C(=O)OC2C=C(CO)CCC=C(CO)CC(OC(=O)C(C)C)C12 (stereo not drawn)	-47%[inhibitor]	.	.	.	.	0%	.	.	-2%	0%
O=C(NC(=S)Nc1ccc([N+](=O)[O-])cc1O)C1CCCCC1	19%	2%	-50	-8%	-3%	11%	?	.	-1%	-7%
O=C1CCCCC1Sc1ccc(Cl)cc1[N+](=O)[O-] (stereo not drawn)	-14%	.	.	.	.	4%	.	.	-2%	-1%
CCCCOc1ccc(C2NC(=O)NC(C)=C2C(C)=O)cc1OCC (stereo not drawn)	4%	-1%	-12	3%	-2%	3%	-1%	-12%	-1%	4%
CCCCSc1cc(C)nc2ncnn12	11%	?	16	8%	-5%	-3%	7%	4%	-1%	0%
Cn1cccc1CNC(=O)Nc1ccccc1	11%	4%	7	21%	-4%	0%	3%	3%	-2%	1%
CCC(C(=O)NC1C(=O)N2C(C(=O)O)=C(CSc3nnc(C)s3)CSC12)c1ccccc1 (stereo not drawn)	-29%	-12%	-7	.	11%	-5%	.	.	-3%	3%
O=C(Nc1ccc(S(=O)(=O)NCc2ccco2)cc1)c1ccc2ccccc2n1	-26%	0%	-28	-6%	-8%	0%	17%	?	-3%	-1%
Cc1ccc(CCNC(=O)CC(C)CC2=NS(=O)(=O)c3ccccc3N2)cc1 (stereo not drawn)	-46%	1%	-2	-6%	-2%	4%	2%	.	-4%	2%
COc1ccc(NC(=O)CCC2CCCC2)cc1OC	-1%	-9%	-8	-8%	-3%	-3%	2%	6%	1%	2%
O=C(CCc1nnc(CCCc2ccccc2)o1)NCCCC1CCCC1	-24%	8%	-3	-9%	15%	-5%	-9%	?	-1%	-1%
Cc1c(C(=O)N2CCN(c3cccc(Cl)c3)CC2)cccc1[N+](=O)[O-]	-4%	-5%	-4	14%	15%	-5%	13%	4%	-3%	-9%
CC1(C)CN(c2ccc(C(=O)c3ccccc3)cc2)C1=O	20%	-9%	-1	6%	6%	9%	0%	-13%	-2%	-2%
COc1ccc(CNC(=O)CCN2C(=O)c3ccccc3C2=O)cc1	?	-8%	0	2%	7%	-1%	31%[activator]	16%	-1%	-3%
CC(C(=O)N(C)C1CCCCC1)N1CCC(C(N)=O)CC1 (stereo not drawn)	7%	-5%	1	19%	-3%	1%	12%	7%	-3%	3%
COc1ccc(C(=O)OCC(=O)N2CCC(C)CC2)cc1S(=O)(=O)N1CCOCC1	8%	3%	-4	.	5%	0%	.	.	1%	0%
Cc1cccc(-c2nc(CSc3nc4c(c(=O)[nH]3)CCC4)c(C)o2)c1	11%	11%	-1	14%	0%	3%	-22%	-3%	-7%	-3%
COc1ccc(S(=O)(=O)N2CCOCC2)cc1NC(=O)COc1ccc(C)cc1	?	5%	-21	.	.	5%	.	.	-3%	-1%
CC(=O)c1c(C)[nH]c(C(=O)COC(=O)c2c(-c3ccccc3)noc2C)c1C	12%	-1%	-3	.	.	-3%	.	.	0%	0%
CC(C)c1ccc(NC(=O)CNS(=O)(=O)c2ccc(F)cc2)cc1	19%	0%	8	-10%	0%	1%	3%	-11%	-2%	-1%
Cc1ccc(-c2nc(NC(=O)CSc3cc(C)c4ccccc4n3)ns2)cc1	18%	11%	5	?	0%	4%	38%[activator]	-10%	19%	-3%
COc1ccc(/C=C2\N=C3CCCCCN3C2=O)cc1OC	-1%	1%	7	-3%	-2%	.	?	24%	0%	11%
Cc1ccc(OCC(=O)NNC(=O)C(C)Sc2ncnc3sc(C)c(C)c23)cc1 (stereo not drawn)	-22%	16%	-14	-10%	23%	1%	?	-9%	1%	-11%
O=C(CCCn1c(=O)[nH]c2ccsc2c1=O)Nc1ccc(F)cc1	13%	5%	6	3%	-2%	-2%	-7%	-10%	-1%	-2%
CC(=O)Nc1ccc(NC(=S)Nc2ccc(F)cc2)cc1	-18%	-3%	7	-6%	3%	3%	-5%	?	-1%	1%
CC(C)[C@H](NC(=O)c1ccccc1F)C(=O)OCC(=O)NC(=O)NC1CCCCC1	-46%	8%	.	.	.	-4%	.	.	-10%	-5%
Cc1ccc2[nH]c3c(c2c1)CCc1cn[nH]c1-3	-28%	-1%	6	-1%	19%	-4%	?	?	-1%	-9%
COc1ccc(S(=O)(=O)N2CCCCC2)cc1NC(=O)c1ccc(C)cc1	-19%	7%	-15	.	-3%	3%	.	.	-2%	-3%
CCOC(=O)C1CCCN(C(=O)C2CCN(Cc3nc(-c4ccc(Cl)cc4)oc3C)CC2)C1 (stereo not drawn)	-27%	.	.	.	.	2%	.	.	-5%	0%
CCN1C(=O)[C@H]2[C@@H](c3ccc(SC4CCCCC4)c(OC)c3)N3CCCC[C@@]3(C(=O)OC)[C@H]2C1=O	-31%	19%	-1	.	11%	4%	.	.	1%	-4%
Cc1cccc(C(=O)NNC2=CC(=O)CC(C)(C)C2)c1O	-25%	-1%	-5	13%	3%	-1%	-1%	.	-4%	3%
COc1cc(C(=O)NCCc2ccccc2)ccc1OCC(=O)N1CCOCC1	-15%	-2%	0	.	-3%	11%	.	.	-13%	-2%
COc1ccc(C(=O)NCCC(=O)N2CCC3(CC2)NCCc2[nH]cnc23)cc1	-9%	2%	12	11%	0%	-3%	0%	.	-2%	0%
CN1CCCN(C(=O)Cc2c(Cl)cccc2Cl)c2nc3ccccc3nc21	2%	-4%	-6	10%	?	0%	-3%	-12%	-3%	381%[activator]
COc1ccc(-c2cc(C(=O)N3CCN(C(c4ccccc4)c4ccccc4)CC3)no2)cc1OC	-10%[7.66 µM]	1%	0	-1%	7%	.	-3%	1%	-1%	?
Cc1ccccc1Nc1ncnc(N)n1	10%	3%	14	7%	2%	.	-3%	24%	1%	-1%
Cc1n[nH]c(C)c1S(=O)(=O)N1CCCC(C(=O)NCc2ccc(F)cc2)C1 (stereo not drawn)	19%	-2%	8	6%	-6%	2%	-3%	-1%	1%	3%
Cc1c(C(C)NC(=O)c2ccc3nc(Cc4ccccc4F)oc3c2)cnn1C (stereo not drawn)	?	8%	0	0%	2%	4%	1%	.	-4%	0%
Cc1ccc(NC(=O)Nc2cc(C)on2)cc1	13%	-2%	-1	2%	0%	1%	.	0%	-1%	2%
Cc1ccc(N(Cc2ccccc2)C(=O)c2ccc(C)c(S(=O)(=O)N3CCOCC3)c2)cc1	?	3%	52	.	6%	2%	.	.	-6%	-7%
CCc1nnc(NC(=O)CSC(=S)N2CCOCC2)s1	?	-2%	-5	?	0%	-3%	-2%	-5%	2%	1%
CC1C=CCC2C(=O)N(c3cccc(C(=O)N4CCN(c5ccc(F)cc5)CC4)c3)C(=O)C12 (stereo not drawn)	-16%	10%	-5	-1%	-2%	.	-3%	-2%	.	-1%
Cc1sc2nc(SCC(=O)Nc3ccc(S(=O)(=O)NCCCC(=O)O)cc3)[nH]c(=O)c2c1C	-10%	0%	4	7%	?	5%	-11%	1%	-4%	-2%
Cc1cccc(OCc2nnc(SCC(=O)N(c3ccccc3)C3CCS(=O)(=O)C3)o2)c1 (stereo not drawn)	-6%	-1%	-16	.	-2%	10%	.	.	-2%	-1%
O=C(CCCNC(=O)/C(=C/c1ccccc1F)NC(=O)c1ccccc1)OCc1ccccc1	-2%	-3%	8	18%	0%	0%[46.1 µM]	-15%	-2%	-1%	-2%
Cc1cccc(NC(=O)Cn2nc(-c3ccco3)ccc2=O)c1C	9%	-8%	7	6%	4%	-2%	22%	3%	-2%	14%
